# TRPC4 act = TRPC4 (mouse) channel activation | B-score at 10 µM | Q9QUQ5 | 310,000 tested, 0.49% active | AID 2237 | HEK293 TRPC4beta/mu-opioid, Fluo4 calcium fluorescence; active compounds read high;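 active = B-score above 5 SD of library B-scores, and initial fluorescence ratio not above library mean plus 5 SD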;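 note: positive B-score marks a calcium rise read as TRPC4 activation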
# Target sequence (Q9QUQ5 whole entry, looked up): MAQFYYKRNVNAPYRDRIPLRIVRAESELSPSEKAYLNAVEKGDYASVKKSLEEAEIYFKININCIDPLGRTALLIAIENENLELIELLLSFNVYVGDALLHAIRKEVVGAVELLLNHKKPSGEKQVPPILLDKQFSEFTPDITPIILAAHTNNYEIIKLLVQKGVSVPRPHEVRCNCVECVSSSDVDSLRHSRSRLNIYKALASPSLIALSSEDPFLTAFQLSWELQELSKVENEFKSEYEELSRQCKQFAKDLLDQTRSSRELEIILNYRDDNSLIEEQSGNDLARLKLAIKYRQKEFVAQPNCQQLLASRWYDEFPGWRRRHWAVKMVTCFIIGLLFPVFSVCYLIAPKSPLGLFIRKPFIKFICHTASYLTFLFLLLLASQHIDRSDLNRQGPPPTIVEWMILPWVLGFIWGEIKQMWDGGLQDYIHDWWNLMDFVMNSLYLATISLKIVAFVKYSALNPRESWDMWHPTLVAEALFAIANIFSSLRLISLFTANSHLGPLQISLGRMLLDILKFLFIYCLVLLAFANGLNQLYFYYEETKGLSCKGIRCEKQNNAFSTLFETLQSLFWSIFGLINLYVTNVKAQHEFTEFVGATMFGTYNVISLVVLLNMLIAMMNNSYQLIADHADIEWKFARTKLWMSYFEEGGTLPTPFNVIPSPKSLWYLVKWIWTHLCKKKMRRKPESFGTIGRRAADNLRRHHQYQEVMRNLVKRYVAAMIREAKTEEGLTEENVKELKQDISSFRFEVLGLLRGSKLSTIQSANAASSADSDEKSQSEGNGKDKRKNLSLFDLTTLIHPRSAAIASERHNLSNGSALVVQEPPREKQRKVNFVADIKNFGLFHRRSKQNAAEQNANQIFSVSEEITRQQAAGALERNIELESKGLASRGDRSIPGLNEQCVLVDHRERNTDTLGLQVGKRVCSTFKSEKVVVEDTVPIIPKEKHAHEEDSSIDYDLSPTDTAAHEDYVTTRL
#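 Material: HEK293 stable line with TRPC4beta plus mu-opioid receptor; technique: Fluo4 calcium-sensitive dye fluorescence, kinetic, 1 Hz baseline; timing: Fluo4 dye loading 45 min at room temperature, 110 s recording; controls: assay buffer as low control, maximal DAMGO as high control; read-out: integrated baseline-normalised fluorescence ratio, converted to per-well B score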
# MrgX1 agonist = human MrgX1 receptor agonism, primary screen; Q96LB2; 310,000 tested, 0.44% active; AID 588627; MrgX1-HEK293 cells, Fluo-4 calcium fluorescence, agonist mode; active compounds read high; B-score at 10 µM;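 active = calcium response B-score plate-corrected fluorescence ratio at least 3 library SD, with starting fluorescence B-score inside 5 SD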
#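 times = overnight plating, then 30 min 37 °C plus 30 min room-temperature dye loading | assay system = stable human MrgX1 HEK293 cell line | input = fifteen thousand cells per well | signal = kinetic calcium dye fluorescence, Fluo-4 NW | dosing = compound delivered in addition one of three | read-out = B-scored fluorescence response ratio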
# ANO1 block = mouse TMEM16A channel inhibition, primary screen; HEK293 TMEM16A/YFP iodide influx fluorescence, ionomycin; normalized B-score (activity score, 25-100; higher = stronger inhibition) at 10 µM; 310,000 tested, 1.2% active; AID 588511;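 active = ratio plate-corrected score three or more library SD toward inhibition, starting fluorescence score within five deviations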;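 note: score derived from kinetic fluorescence span divided by baseline fluorescence per well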
# TRPC6 activator = activators of mouse TRPC6 channel; Q61143; HEK293-TRPC6 membrane potential dye fluorescence; active compounds read high; B-score at 10 µM; 310,000 tested, 0.13% active; AID 2550;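 active = B-score of the integrated fluorescence ratio above library mean plus 3 SD, and starting fluorescence ratio within library mean plus 5 SD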;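 note: higher score means more depolarization so channel activation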
# TRPC6 inh = mouse TRPC6 channel inhibition. B-score at 10 µM. HEK293-TRPC6, membrane potential dye, ACh-evoked depolarization; active compounds read low. Q61143. 310,000 tested, 1.1% active;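 active = B-score under library mean minus 3 SD, initial fluorescence not abnormally high, positive integrated signal ratio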;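 note: B-score derived from integrated fluorescence ratio over the kinetic read; more negative B-score means stronger inhibition of depolarization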
# TRPC4 potent = allosterically enhances the mouse TRPC4 cation channel; Q9QUQ5; HEK293 TRPC4beta/mu-opioid, DAMGO EC20, Fluo-4 Ca2+ flux; active compounds read high; B-score at 10 µM; 310,000 tested, 0.42% active; AID 2227;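 active = B-score of calcium response area above 5 SD of library B-scores, with initial fluorescence ratio within 5 SD of library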;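 note: B-score of integrated fluorescence ratio over time as area under calcium response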
# MrgX1 allo act = human MrgX1 positive allosteric modulation, primary screen; 310,000 tested, 0.63% active; B-score at 10 µM; AID 588675; MrgX1-HEK293, Fluo-4 calcium flux, FDSS; active compounds read high;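 active = plate-corrected calcium response at least 3 library SD above typical, normal starting fluorescence, not activating the receptor alone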;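 note: compound read alongside a low EC10 to EC30 dose of BAM8-22 agonist; peak minus trough fluorescence over baseline measured at the second addition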
# TMEM16A act = activates or potentiates the mouse TMEM16A chloride channel | HEK293 TMEM16A/YFP-H148Q/I152L, iodide quench fluorescence; active compounds read low | AID 623877 | 340,000 tested, 0.3% active | Q8BHY3 | B-score at 10 µM;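 active = fluorescence-ratio B-score plate-corrected deviation score at least 3 library SD below zero, with starting fluorescence score within 5 deviations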;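 note: channel opened by trigger with iodide after compound preincubation; score built on the fluorescence ratio of max minus min over baseline; more negative score means more quench and so TMEM16A activation or potentiation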
# SKKanGAS inh = SKKanGAS growth inhibition | S. pyogenes SKKanGAS, kanamycin growth, BacTiter-Glo, 6 h | inhibition, % at 7.5 µM | 300,000 tested, 1.3% active | AID 1662;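 active = mean replicate score, as percent of positive control median, at least 50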;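 note: strain carries kanamycin resistance gene driven by streptokinase promoter and grows in 40 µg/ml kanamycin; loss of luminescence reflects streptokinase promoter inhibition or plain growth inhibition; 0% = median of DMSO wells and 100% = positive control at its reference dose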
# MrgX1 antag = antagonists of human MrgX1 receptor. AID 588676. Q96LB2. B-score at 10 µM. MRGX1-HEK293 calcium flux, Fluo-4, BAM8-22 antagonism; active compounds read low. 310,000 tested, 1.3% active;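 active = calcium-response B-score plate-corrected more than 3 library SD below zero, starting fluorescence within 5 deviations, no agonist response on first addition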;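 note: peak minus trough fluorescence over baseline after final BAM8-22 challenge near maximal dose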
# TRPC4 block = inhibitors of mouse TRPC4 channel; HEK293 TRPC4beta/mu-opioid, DAMGO-evoked Fluo4 calcium flux; active compounds read low; B-score at 10 µM; 300,000 tested, 0.39% active;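 active = B-score over 3 SD under the library average, no early fluorescence shift, positive overall ratio signal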
#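 Material: HEK293 cells with stable TRPC4beta plus mu-opioid receptor expression; probe or stimulus: DAMGO in two steps, submaximal then maximal; technique: Fluo4 calcium fluorescence by kinetic imaging, 5 s 1 Hz baseline; measure: integrated fluorescence ratio relative to baseline, converted to per-well B score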
# * hit, by the source's call; i = inactive; . = no result given.
SMILES,TRPC4 act,MrgX1 agonist,ANO1 block,TRPC6 activator,TRPC6 inh,TRPC4 potent,MrgX1 allo act,TMEM16A act,SKKanGAS inh,MrgX1 antag,TRPC4 block
COc1ccc(NC(=O)CSc2nnc(C)n2Cc2ccccc2)cc1,i,i,i,i,i,i,i,i,-17.8,i,i
O=C(Nc1nc(-c2ccccc2)c(C(=O)c2ccccc2)s1)c1ccc(S(=O)(=O)N2CCCC2)cc1,i,i,i,i,i,i,i,i,5.5,i,i
CC(=O)Nc1ccc2nc3ccccc3nc2c1,i,i,i,i,i,i,i,i,-4.4,i,i
COc1cc(CNc2ccc3[nH]c(=O)[nH]c3c2)ccc1OCc1cccc(C)c1,i,i,i,i,i,i,i,i,-4.5,i,i
O=C1CCCc2c1cc(C(=O)NC1CCSC1=O)c(=O)n2-c1ccccc1 (centres undefined),i,i,i,i,i,i,i,i,-17.3,i,.
CCOC(=O)NN1C(=O)c2ccccc2NC1c1ccccc1F (centres undefined),i,i,i,i,i,i,i,i,-14.2,i,i
Cc1cc[n+](CC(=O)c2ccc(NC(=O)c3ccccc3)cc2)c2ccccc12,i,i,i,i,i,i,i,i,-9.2,i,i
Cc1cc2[nH]c(=O)c(=O)[nH]c2cc1S(=O)(=O)Nc1cccc(C)c1C,i,i,i,i,i,i,i,i,6.3,i,i
Nc1nnc(SCC(=O)OCC(=O)Nc2ccccc2)s1,i,i,i,i,i,i,i,i,1.1,i,i
O=C(Nc1ccc(F)cc1F)c1sccc1SCc1cccc(C(F)(F)F)c1,i,i,i,i,i,i,i,i,21.8,i,i
Cn1c(SCC(=O)NCc2cccs2)nnc1-c1ccc(O)cc1,i,i,i,i,i,i,i,i,-8.1,i,i
CCOc1ccc(C(=O)O)cc1OC,i,i,i,i,i,i,i,i,-0.6,i,i
CCOC(=O)c1c(C)c(C(=O)NCc2ccco2)c(C)n1C,i,i,i,i,i,i,i,i,3.6,i,i
O=C(NNS(=O)(=O)c1cccc(Cl)c1)c1cc(-c2ccc(F)cc2)nc2ccccc12,i,i,i,i,i,i,i,i,36.4,i,i
Cc1ccc(F)c(NC(=O)c2cncn2-c2ccccc2)c1,i,i,i,i,i,i,i,i,-3.2,i,i
O=C(COc1ccccc1F)NC1CCN(Cc2ccccc2)CC1,i,i,i,i,i,i,i,i,-5.0,i,i
Cn1nnnc1SC(C(=O)Nc1cccc(C(F)(F)F)c1)c1ccccc1 (centres undefined),i,i,i,i,i,i,i,i,3.5,i,i
CCOC(=O)c1cc2sc(C)cc2n1CC(=O)NCCc1ccccc1,i,i,i,i,i,i,i,i,-11.7,i,i
Cc1ccc(C)c(-c2cc(C(=O)N/N=C/c3cccnc3)c3ccccc3n2)c1,i,i,i,i,i,i,i,i,7.0,i,i
O=C1N(Cc2cccnc2)C[C@@H]2C[C@@H](c3ccccc3C#Cc3ccccc3)N3CCC[C@@]123,i,i,i,i,i,i,i,i,-1.5,i,i
CC(CCc1ccccc1)NC(=O)C1CC1 (centres undefined),i,i,i,i,i,i,i,i,-2.7,i,i
CCc1sc(C(=O)NCc2ccco2)cc1C,i,i,i,i,i,i,i,i,2.9,i,i
O=c1c2c(nc3nc(NCc4ccccc4Cl)[nH]n13)CCC2,i,i,i,i,i,i,i,.,0.9,i,i
O=C(CCN1CCOCC1)NC1CCCN(Cc2ccccc2F)C1 (centres undefined),i,i,i,i,i,i,i,i,-1.6,i,i
CCCCC(CC)C1OCC(CN2CCCCC2)O1 (centres undefined),i,i,i,i,i,i,i,i,-1.6,i,i

# The listing continues:
SMILES,TRPC4 act,MrgX1 agonist,ANO1 block,TRPC6 activator,TRPC6 inh,TRPC4 potent,MrgX1 allo act,TMEM16A act,SKKanGAS inh,MrgX1 antag,TRPC4 block
CN(C(=O)CC1C(=O)NCCN1Cc1cccc(F)c1F)C1CCOCC1 (centres undefined),i,i,i,i,i,i,i,i,-2.8,i,i
CCOc1ccc(C(=O)NCC(=O)N2CCC3CCCCC3C2)cc1OCC (centres undefined),i,i,i,i,i,i,i,i,-5.2,i,i
CCOC(=O)c1c(NC(=O)Cc2cccs2)sc(C(=O)N2CCCCC2)c1C,i,i,i,i,i,i,i,i,8.3,i,i
CN(C)CCCN(C(=O)CCS(=O)(=O)c1ccccc1)c1nc2cc3c(cc2s1)OCO3,i,i,i,i,i,i,i,i,-4.6,i,i
Cc1ccc(C(=O)NC(C(=O)NC2CCCC2)c2ccccc2)cc1 (centres undefined),i,i,i,i,i,i,i,i,-11.3,i,i
CCc1ccc2[nH]c(O)c(N=NC3=NC(=O)CS3)c2c1,i,i,i,i,i,i,i,i,12.3,i,i
CCS(=O)(=O)c1nc(S(=O)(=O)c2ccc(Cl)cc2)c(N2CCCC2)s1,i,i,i,i,i,i,i,i,-10.6,i,i
OCCCNCc1ccc(N(c2ccccc2)c2ccccc2)cc1,i,i,i,i,i,i,i,i,0.6,i,i
CC(C)CCN1C(=O)CC(NNC(=O)c2ccc(S(=O)(=O)N3CCCC3)cc2)C1=O (centres undefined),i,i,i,i,i,i,i,i,-2.4,i,i
COc1ccc(N2CCN(C(=O)C3(C)CC3(Cl)Cl)CC2)cc1 (centres undefined),i,i,i,i,i,i,i,i,3.0,i,i
CC1(C)CC2CC(C)(CN2C(=O)C23CCC(C)(C(=O)O2)C3(C)C)C1 (centres undefined),i,i,i,i,i,i,i,i,-2.5,i,i
O=C(Nc1cc(Cl)ccc1N1CCOCC1)c1cnccn1,i,i,i,i,i,i,i,i,-3.1,i,i
Cc1c(NC(=O)c2nn3c(C(F)(F)F)cc(-c4ccccc4)nc3c2Cl)c(=O)n(-c2ccccc2)n1C,i,i,i,i,i,i,i,i,0.7,i,i
CCOc1ccc(CCNC(=O)C2CC(=O)N(c3ccc4c(c3)OCCO4)C2)cc1OCC (centres undefined),i,i,i,i,i,i,i,i,-2.5,i,i
O=C(O)Cn1c(O)c(C2=c3ccccc3=NC2=O)sc1=O,i,i,i,i,i,i,i,.,0.3,i,i
NC(=O)C1CCN(C(=O)CCSc2ccc(Cl)cc2)CC1,i,i,i,i,i,i,i,i,0.1,i,i
Cn1c(Cl)c(/C=N/OC(=O)C(C)(C)C)c2ccccc21,i,i,i,i,i,i,i,i,10.3,i,i
CCc1nc(SCC(=O)N2CCCCCC2)c2c(=O)n(C)c(=O)n(C)c2n1,i,i,i,i,i,i,i,i,1.3,i,i
CN(CC(=O)Nc1ccc(F)cc1)C(=O)COC(=O)CNC(=O)c1ccc(Cl)cc1Cl,i,i,i,i,i,i,i,i,0.2,i,i
O=S(=O)(Nc1ccc(-n2cccc2)cc1)c1ccc(Cl)cc1Cl,i,i,i,i,i,i,i,i,9.0,i,i
COc1ccc(CNC(=O)CCS(=O)(=O)c2cccc3nonc23)cc1,.,i,i,.,.,.,i,i,.,i,.
O=C(O)C(Oc1ccc2cc(-c3ccc(Cl)cc3)c(=O)oc2c1)c1ccccc1 (centres undefined),i,i,i,i,i,i,i,i,9.1,i,i
C=CCOc1ccc(C(=O)NC2CCCCC2)cc1,i,i,i,i,i,i,i,i,-1.3,i,i
COCCSc1ccccc1C(=O)Nc1ccc(Br)cc1,i,i,i,i,i,i,i,i,7.5,i,i
COCCCN(C)C1CCN(C(=O)Nc2ccc(F)cc2)CC1,i,i,i,i,i,i,i,i,2.5,i,i

# Next part:
SMILES,TRPC4 act,MrgX1 agonist,ANO1 block,TRPC6 activator,TRPC6 inh,TRPC4 potent,MrgX1 allo act,TMEM16A act,SKKanGAS inh,MrgX1 antag,TRPC4 block
CC(C)c1ccc(NC(=O)[C@H](Cc2c[nH]c3ccccc23)NC(=O)[C@@H]2Cc3ccccc3CN2)cc1,i,i,i,i,i,i,i,i,5.9,i,i
CCOc1cc2c(cc1OC)C(NC(=O)c1ccco1)CC2=O (centres undefined),i,i,i,i,i,i,i,i,3.0,i,i
CCOC(=O)N1CCN(CC(=O)Nc2c(C(=O)OC)[nH]c3ccccc23)CC1,i,i,i,i,i,i,i,i,-2.0,i,i
CC(NC(=O)Cn1cnc([N+](=O)[O-])n1)c1ccccc1 (centres undefined),i,i,i,i,i,i,i,i,9.2,i,i
COc1ccc(C2=CC3=C(Br)C(=O)C(C)(OC(=O)c4cccs4)C(=O)C3=CO2)cc1 (centres undefined),i,i,i,i,i,i,i,i,2.0,i,i
Cc1ccc(N2CCN(S(=O)(=O)N3CCCCCC3)CC2)cc1Cl,i,i,i,i,i,i,i,i,-6.5,i,.
CN(Cc1c(C(=O)N/N=C/c2cccc(F)c2)nnn1-c1nonc1N)C1CCCCC1,i,i,i,i,i,i,i,i,1.8,i,i
CCOc1ccc(OCC(=O)N2CCC3(CC2)CC(=O)c2ccccc2O3)cc1,i,i,i,i,i,i,i,i,-9.2,i,i
CCOC(=O)C1(CC)NC(c2ccc(OC)c(OC)c2)C2C(=O)N(c3cccc(C(C)=O)c3)C(=O)C21 (centres undefined),i,i,i,i,i,i,i,i,1.5,i,i
O=C(Cc1ccccc1)NCCSCc1ccccc1,i,i,i,i,i,i,i,i,-2.2,i,i
CCc1nnc(NC(=O)CSc2nnc(C3CCCCC3)n2-c2cccc(Cl)c2)s1,i,i,i,i,i,i,i,i,1.2,i,i
CCOc1cc(C=O)ccc1OCC(=O)N1CCCC1,i,i,i,i,i,i,i,i,-15.8,i,i
Oc1cc(Br)ccc1C=Nc1ccc(N2CCCCC2)cc1,i,i,i,i,i,i,i,i,-0.8,i,i
Cc1noc(C)c1C(=O)N1CCN(S(=O)(=O)c2cccs2)CC1,i,i,i,i,i,i,i,i,-13.4,i,i
CCN1C(=O)[C@H]2[C@@H](c3ccc(C)cc3)N3C(=O)N(c4ccc(C)cc4)C(=O)[C@@]3(C)[C@H]2C1=O,i,i,i,i,i,i,i,i,3.6,i,i
Cc1ccc(S(=O)(=O)N2[C@@H](c3ccccc3F)C(C(=O)O)=CC[C@H]2c2cccc(C)c2)cc1,.,i,i,.,.,.,10.6*,i,.,i,.
CCOC(=O)COc1nc(-c2ccccc2)cc(-c2ccco2)c1C#N,i,i,i,i,i,i,i,i,-0.4,i,i
COc1cc(C(=S)N2CCOCC2)ccc1OS(=O)(=O)c1ccc(NC(C)=O)cc1,i,i,i,i,i,i,i,i,-8.6,i,i
